# mIAP block: mouse IAP inhibition | purified mouse IAP, CDP-Star luminescence, 30 min | inhibition, % at 10 µM | 330,000 compounds, 0.2% hits | AID 2806;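 active = inhibition of at least 40% at 10 µM in the primary screen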;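 note: plate controls were DMSO with enzyme for no effect and no enzyme wells for full effect; values of inactives mirror those of a sister screen read the other way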
# hIAP act: increases human intestinal alkaline phosphatase activity. P09923. purified human IAP, CDP-Star luminescence, 30 min; stronger effect = higher value; 1 = vehicle-only enzyme, 0 = enzyme-free background. activation factor at 10 µM. 330,000 compounds, 0.16% hits;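 active = activation factor of the enzyme at least 2-fold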; note: the source names both 10 and 20 µM as test concentration; values of inactives mirror those of a sister screen read the other way
# Target sequence (P09923 whole entry, looked up): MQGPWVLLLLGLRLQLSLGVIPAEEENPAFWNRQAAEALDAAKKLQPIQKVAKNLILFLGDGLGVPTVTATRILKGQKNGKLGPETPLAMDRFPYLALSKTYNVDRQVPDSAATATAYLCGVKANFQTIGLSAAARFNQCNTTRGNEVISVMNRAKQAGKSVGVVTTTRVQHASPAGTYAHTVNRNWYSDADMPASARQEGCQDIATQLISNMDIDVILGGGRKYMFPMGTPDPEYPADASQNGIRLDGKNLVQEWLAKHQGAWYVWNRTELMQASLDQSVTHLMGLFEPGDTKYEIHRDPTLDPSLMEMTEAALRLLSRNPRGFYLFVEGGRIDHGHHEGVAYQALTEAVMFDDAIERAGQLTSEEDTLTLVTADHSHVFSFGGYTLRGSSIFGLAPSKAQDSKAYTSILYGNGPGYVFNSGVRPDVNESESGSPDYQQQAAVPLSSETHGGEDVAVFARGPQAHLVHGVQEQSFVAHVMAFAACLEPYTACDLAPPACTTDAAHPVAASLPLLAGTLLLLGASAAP
# NR3A LBD binder: NR3A (human) ligand-binding domain modulation | NR3A LBD differential scanning fluorimetry, Tm shift; 0% = protein alone, 100% = glycine-bound protein | Tm shift relative to glycine control, % at 25 µM | 340,000 compounds, 2.5% hits | AID 1259313;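 active = melting temperature shift of at least 10% of the positive control shift, at one fixed dose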
# A3A deaminase: inhibitors of human APOBEC3A DNA deaminase. 330,000 compounds, 0.41% hits. P31941. recombinant A3A, FAM/TAMRA ssDNA deamination fluorescence. AID 493011. inhibition, % at 20 µM;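 active = at least 40% inhibition at 20 µM here, with at most 30% in a related deaminase screen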;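 note: plate controls were A3A with DMSO for no effect and wells lacking A3A enzyme for full effect; some results filed as inactive read as strong as hits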
# Target sequence (P31941 whole entry, looked up): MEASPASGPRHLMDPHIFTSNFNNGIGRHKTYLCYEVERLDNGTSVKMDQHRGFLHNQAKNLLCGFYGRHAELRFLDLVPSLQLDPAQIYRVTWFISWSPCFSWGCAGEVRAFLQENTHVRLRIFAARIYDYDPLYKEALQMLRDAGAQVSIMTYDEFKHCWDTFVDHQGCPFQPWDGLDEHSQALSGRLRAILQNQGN
# mIAP act: mouse IAP activation; muIAP, CDP-Star luminescence, 30 min; stronger effect = higher value; 1 = vehicle-only enzyme signal, 0 = enzyme-free wells; activation factor at 10 µM; 330,000 compounds, 0.24% hits; AID 2805;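 active = activation factor of at least 2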; note: the source names both 10 and 20 µM as test concentration; values of inactives mirror those of a sister screen read the other way
#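 System: Mouse IAP enzyme | Also added: CDP-Star substrate | Dosing: Compounds dispensed in DMSO | Schedule: 30 min enzyme-substrate-compound incubation at room temperature | Technique: Chemiluminescence readout | Control set: DMSO-only wells and no-enzyme negative control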
# MPTP block: blocks calcium-induced mitochondrial swelling; inhibition, % at 10 µM; 360,000 compounds, 1.4% hits; isolated mouse mitochondria, Ca2+ swelling absorbance, 30 min;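 active = inhibition of 50% or more, scaled per plate between neutral and stimulator controls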;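 note: 0% = DMSO wells given calcium and 100% = 1 mM EGTA wells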
# hIAP inh: human IAP inhibition; AID 2544; purified IAP, CDP-Star luminescence, 30 min; inhibition, % at 10 µM; P09923; 330,000 compounds, 0.12% hits;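 active = inhibition reaching a set limit with compound at 10 µM in the primary screen, cut at about 35% in these data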;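 note: plate controls were DMSO wells with enzyme for no effect and no-enzyme buffer wells for full effect; values of inactives mirror those of a sister screen read the other way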
# beta cell repl: MIN6 beta-cell proliferation induction; proliferation, % at 10 µM; MIN6 cells proliferation, ATPlite luminescence, 48 h; cells starved in 0.2% serum; 100% = growth in 10% serum; 330,000 compounds, 0.29% hits;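 active = compounds whose signal lies at least 3.5 SD above the mean of all wells on their plate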;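 note: 0% = DMSO-treated cells in low-serum medium and 100% = 10% serum control; some compounds called inactive have numbers as strong as hits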
# APOBEC3G inh: inhibitors of human APOBEC3G DNA deaminase; Q9HC16; recombinant A3G, ssDNA deamination FAM/TAMRA fluorescence; inhibition, % at 20 µM; 330,000 compounds, 0.28% hits;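 active = inhibition of at least 40% at 20 µM, with no more than 30% in the related APOBEC3A deaminase screen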;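 note: plate controls were DMSO wells with A3G for no effect and wells lacking A3G enzyme for full effect; some compounds called inactive have numbers as strong as hits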
# Target sequence (Q9HC16 whole entry, looked up): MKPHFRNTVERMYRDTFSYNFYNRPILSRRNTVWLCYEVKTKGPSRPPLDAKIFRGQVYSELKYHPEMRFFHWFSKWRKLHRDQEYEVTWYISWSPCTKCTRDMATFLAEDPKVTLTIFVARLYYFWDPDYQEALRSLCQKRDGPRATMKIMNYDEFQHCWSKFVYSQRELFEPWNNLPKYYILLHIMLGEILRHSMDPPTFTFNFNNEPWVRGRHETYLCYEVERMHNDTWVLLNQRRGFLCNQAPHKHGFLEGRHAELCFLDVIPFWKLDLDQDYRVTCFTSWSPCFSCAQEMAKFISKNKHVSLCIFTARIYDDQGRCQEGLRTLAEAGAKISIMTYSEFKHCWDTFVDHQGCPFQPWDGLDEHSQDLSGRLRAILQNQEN
# * marks the source's active call; other numbers are inactive results; · = no result given.
SMILES,mIAP block,hIAP act,NR3A LBD binder,A3A deaminase,mIAP act,MPTP block,hIAP inh,beta cell repl,APOBEC3G inh
CCOC(=O)C1CCCN(C(=S)NC2CCCCC2)C1 (stereo unspecified),-1,1,-1,4,1,1.0,-4,-4,15
CCCc1[nH]nc2c1C(c1ccc(OC)cc1OC)C(C#N)=C(N)O2 (stereo unspecified),-1,0.91,0,-3,1,-1.6,9,0,-4
CCOc1ccc(OCc2cccc(C(=O)N3CCCCCC3)c2)cc1,5,1.1,-3,-4,0.95,3.2,-7,-4,-9
CNC(=O)c1nnsc1S(=O)(=O)c1ccc(Cl)cc1,-7,0.99,0,0,1.1,-0.9,1,-5,-2
Cc1ccc(-n2ncc3c(N4CCC5(CC4)OCCO5)ncnc32)c(C)c1,5,1,-2,-3,0.95,-0.4,0,0,-6
CC1CN(C(C)C(=O)NC(c2ccccc2)c2ccccc2)CC(C)O1 (stereo unspecified),-1,1,0,0,1,1.2,-3,-2,-7
C[N+]1(CC(=O)Nc2ccccc2Cl)CCN(C(=O)c2cccs2)CC1,-9,0.81,0,1,1.1,-0.7,19,0,0
CCOC(=O)N1CCN(Cc2nc3c(c(=O)[nH]c(=O)n3C)n2Cc2ccccc2C)CC1,2,0.97,5,2,0.98,-1.1,3,-1,-3
CCn1cc(CN2CCC(n3nccc3NC(=O)c3ccccc3C)CC2)cn1,-3,1,0,1,1,-1.5,-2,-2,-4
O=C(CCNS(=O)(=O)c1ccccc1)N1CCC(Cc2ccccc2)CC1,6,1.1,1,-2,0.94,-1.4,-9,-4,-7
Cc1nn(-c2ccccc2)c(Cl)c1/C=N/Nc1nc2ccccc2[nH]1,0,1.3,-5,-3,1,3.2,-29,-4,-3
COc1ccccc1NC(=O)c1ccc(NC(=O)CSc2nc(N)cc(=O)[nH]2)cc1,4,1,0,-5,0.96,-1.2,-4,-4,-7
COc1ccc(OC)c(Nc2cc(C)nc3ccccc23)c1,9,0.99,0,0,0.91,6.2,1,-3,-8
O=C1CC(c2cccs2)Cc2nc(NC(=O)C3CC3)ncc21 (stereo unspecified),-14,0.96,-2,-3,1.1,1.0,4,-1,-6
Cc1ccc2nsnc2c1N,2,1,1,-1,0.98,-0.2,0,0,3
COc1ccccc1N(C(=O)CN1C(=O)c2ccccc2S1(=O)=O)C(C(=O)NCC1CCCO1)c1ccc(F)cc1 (stereo unspecified),4,1.1,-6,-5,0.96,-2.1,-7,0,-11
O=C(CNC(=O)c1ccc(Br)cc1)NCCc1nc2ccccc2[nH]1,10,1.1,-1,2,0.9,0.1,-10,-1,-9
Cc1cccc(NC(=O)c2ccc(COc3ccccc3[N+](=O)[O-])o2)n1,10,0.85,5,-3,0.9,1.0,15,-3,-9
COc1ccccc1CNC(=O)COC(=O)c1ccccn1,0,1.2,1,-3,1,-2.1,-23,0,-7
O=S(=O)(NCCc1cn2ccccc2n1)c1ccc(-c2ccccc2)cc1,-4,1.2,0,4,1,-1.5,-21,-3,-2
COc1cccc(NS(=O)(=O)c2csc(C(N)=O)c2)c1,10,0.96,-1,-2,0.9,0.1,4,0,-5
O=c1c(-c2n[nH]c(=S)n2-c2ccccc2)cccn1Cc1cccc(Cl)c1,-4,1,0,-4,1,-0.8,-1,-2,17
C#Cc1ccc([C@@H]2C=C(C(=O)N3CCN(Cc4ccccc4)CC3)O[C@H](OCCCCO)C2)cc1,6,0.85,·,-2,0.94,1.1,15,-7,-10
CC[C@@H]1C=C(C(=O)O)[C@H](c2ccc(Br)cc2)N1S(=O)(=O)c1ccc(C)cc1,5,0.93,2,-3,0.95,-0.1,7,-3,-7
O=C(c1cc2c(s1)CCCC2)N1CCN(C(=O)C2CCCO2)CC1 (stereo unspecified),5,1.2,-2,-8,0.95,-2.1,-17,-4,-9
CCc1ccc(Nc2ccc(C(=O)O)cc2[N+](=O)[O-])cc1,4,0.87,0,-1,0.96,0.5,13,1,-5
CC(C)(C)c1cc(CN(CCO)CCO)cc(C(C)(C)C)c1O,9,0.85,7,-2,0.91,27,15,-2,-4
O=C(Nc1nccs1)c1ccc(N2C(=O)C3CCCCC3C2=O)cc1 (stereo unspecified),0,0.97,-1,1,1,0.1,3,0,-4
CNC(=O)Cn1ncc2c(C)n(Cc3ccc(C)cc3)c(C)c2c1=O,2,0.94,1,-12,0.98,-0.8,6,-1,-8
COc1cc2c(cc1OC)/C(=C/C(=O)c1ccc(NC(C)=O)cc1)NCC2,-6,0.86,-2,-8,1.1,3.3,14,5,-8
COc1ccccc1N(C)S(=O)(=O)c1ccc(C(=O)OCC(=O)NCc2ccco2)cc1,9,1,-1,1,0.91,51*,-4,-2,-2
CCC(C)NC(=O)NC(=O)N(C1CCCCC1)S(C)(=O)=O (stereo unspecified),9,1.1,-1,-1,0.91,-0.5,-9,1,-2
COc1cc2ccccc2cc1C(=O)N1CCc2ccccc21,-12,1,1,0,1.1,-1.8,-2,-6,-1
COc1ccc(OC)c(C=NNC(=O)c2ccccc2NS(=O)(=O)c2cccs2)c1,3,1,1,-1,0.97,2.6,-3,4,-5
Cn1nccc1C(=O)N1CCN(C23CC4CC(CC(C4)C2)C3)CC1,2,1.1,0,-1,0.98,0.8,-13,-1,-8
CCOC(=O)C(N)CSC1CC(=O)N(c2ccc(C(=O)OC)cc2)C1=O (stereo unspecified),2,1,-2,-5,0.97,-2.4,-3,-2,8
Cc1ccc(C(=O)NCC(=O)OCc2csc(-c3ccccc3)n2)cc1,2,1,0,-1,0.98,0.3,-2,0,-7
NC1=NC[C@H](c2ccccc2)N1CCCCC1CCCCC1,5,1,-5,-1,0.95,81*,-4,-8,-4
Cc1ccc(NC(=S)N2CCN(c3nccc(C(F)(F)F)n3)CC2)c(C)c1,0,0.83,-1,-3,1,4.4,17,-2,2
Cc1nn(Cc2ccc(Cl)cc2Cl)c(C)c1NC(=O)Cn1nc([N+](=O)[O-])c(Cl)c1C,7,0.95,-1,-1,0.93,-2.1,5,2,-4
CN(C)C(CNC(=O)c1cc(S(=O)(=O)N(C)c2ccccc2)ccc1Cl)c1cccs1 (stereo unspecified),-7,1.3,-4,3,1.1,1.5,-26,-3,-12
CCOc1ccccc1N1CCN(CC(=O)NCCc2ccc(S(N)(=O)=O)cc2)CC1,-2,1.2,0,2,1,-0.7,-17,-1,0
CSc1nsc(/C=C/Nc2ccc(F)cc2F)c1C#N,38,0.96,1,-6,0.62,21,4,1,-7
COc1cccc(OCC(=O)Nc2cc(NC(=O)COc3cccc(OC)c3)cc(C(=O)O)c2)c1,4,0.9,-1,-4,0.96,2.3,10,-3,-4
O=C(Nc1nc(-c2ccc(Cl)s2)cs1)c1cccs1,15,0.85,17*,-6,0.85,13,15,-5,-9
CC1CC(C)CN(C(=O)CCNC(=O)c2ccccc2Cl)C1 (stereo unspecified),-3,0.92,-1,1,1,-0.7,8,-6,33
CCCn1nc2cc(C(=O)NC3CCc4ccccc43)ccc2c1OCC (stereo unspecified),5,1.1,1,-4,0.95,-1.1,-10,5,-5
O=C(Nc1ccccc1-c1ccccc1)NC1CC2CCCC(C1)N2Cc1ccc(F)cc1 (stereo unspecified),-405,1.8,0,-5,5*,1.4,-85,-5,-10
Cc1ccc2c(ccn3cc4c(c(=O)n(C)c(=O)n4C)c23)c1,-7,0.94,-3,0,1.1,2.9,6,-1,-2
CCOC(=O)Cn1c(=NC(=O)CN2C(=O)CCC2=O)sc2cc(S(N)(=O)=O)ccc21,4,0.92,-5,1,0.96,-3.2,8,0,-6

# (more compounds)
SMILES,mIAP block,hIAP act,NR3A LBD binder,A3A deaminase,mIAP act,MPTP block,hIAP inh,beta cell repl,APOBEC3G inh
O=C(O)CCSc1nnc(-c2ccncc2)n1-c1ccccc1,-20,1.2,-1,-2,1.2,-2.2,-24,0,-3
COc1ccc(C2Nc3ccccc3C(=O)N2Cc2ccco2)cc1COc1ccc(NC(C)=O)cc1 (stereo unspecified),-13,0.86,-1,0,1.1,1.1,14,-1,-1
CC1=C(C(=O)Nc2cccnc2)C(c2cccnc2)n2ncnc2N1 (stereo unspecified),2,0.84,1,-2,0.98,-1.7,16,-2,-7
O=C(CN(C(=O)C1CSC(=O)C1)c1cccc(F)c1)NC1CCCC1 (stereo unspecified),-1,0.91,0,-2,1,-0.6,9,1,-8
CCOc1ccc(NC(=O)c2ccc(CNc3c(N4CCCC4)c(=O)c3=O)cc2)cc1,-4,1,3,0,1,3.2,-2,0,-7
Cc1ccc(Cl)cc1NC(=O)C1CC(=O)Nc2ncnn21 (stereo unspecified),15,1.1,-1,3,0.85,0.4,-5,-3,-5
COc1ccc(OC)c(C(=O)COC(=O)COc2ccccc2)c1,8,0.91,1,-1,0.92,-1.1,9,-4,-3
O=C(Cc1ccccc1)NCCc1ccc(Cl)cc1Cl,-17,1,0,-3,1.2,0.9,-2,-1,-6
Cn1c(=O)c2sccc2n2c(CCCC(=O)N3CCCCC3)nnc12,6,0.97,2,-4,0.94,6.0,3,-2,2
CCOC(=O)c1nnn(-c2nonc2N)c1CNc1ccccc1,5,1.1,-3,-3,0.95,0.2,-6,-1,-3

# Sorted by molar mass (ascending): some entries from above
SMILES,mIAP block,hIAP act,NR3A LBD binder,A3A deaminase,mIAP act,MPTP block,hIAP inh,beta cell repl,APOBEC3G inh
O=C(Cc1ccccc1)NCCc1ccc(Cl)cc1Cl,-17,1,0,-3,1.2,0.9,-2,-1,-6
COc1ccc(OC)c(C(=O)COC(=O)COc2ccccc2)c1,8,0.91,1,-1,0.92,-1.1,9,-4,-3
CC1=C(C(=O)Nc2cccnc2)C(c2cccnc2)n2ncnc2N1 (stereo unspecified),2,0.84,1,-2,0.98,-1.7,16,-2,-7
COc1ccc(C2Nc3ccccc3C(=O)N2Cc2ccco2)cc1COc1ccc(NC(C)=O)cc1 (stereo unspecified),-13,0.86,-1,0,1.1,1.1,14,-1,-1

# (more compounds)
SMILES,mIAP block,hIAP act,NR3A LBD binder,A3A deaminase,mIAP act,MPTP block,hIAP inh,beta cell repl,APOBEC3G inh
Cc1cccc(NC(=O)N2CCCCCC2)c1C,-6,1.1,1,5,1.1,-2.0,-6,3,-1
COc1ccc2[nH]cc(CCn3ccc(=O)c(C)c3C)c2c1,-13,0.98,0,-4,1.1,-0.1,2,0,-6
Cc1ccc(NC(=O)CN(C)c2ccc(S(=O)(=O)N3CCCC3)cn2)cc1,-17,1.1,-2,-8,1.2,1.1,-12,-1,-7
COc1cccc(/C=C2\N=C(c3c(-c4ccccc4)noc3C)OC2=O)c1,7,1.1,-1,5,0.93,-1.0,-11,-2,-2
Cc1[nH]c2ccc(C(=O)NCCCN3CCCCCC3)cc2c1C,-11,0.88,-10,1,1.1,-1.0,12,-1,21
Cc1c(/C=C/C(=O)c2ccccc2)cnn1C,-2,0.95,1,4,1,-1.9,5,-2,0
O=C(COc1ccccc1Cl)NNC(=O)C1CCCO1 (stereo unspecified),16,1.1,0,-2,0.84,-1.2,-7,-1,-6
Cc1cc(C)n(C(=O)N(c2ccccc2)c2ccccc2)n1,-3,1.1,-1,1,1,-1.2,-9,-5,0
COc1ccc(/C=N/NC(=O)c2ccoc2C)cc1OC,2,0.97,-1,2,0.98,-0.3,3,0,-14
O=P(c1ccccc1)(c1ccccc1)c1ccc(O)cc1,-8,1.1,-1,-7,1.1,0.8,-6,1,-11
Cc1ccc(OCC(O)CNS(=O)(=O)c2ccccc2C(=O)O)cc1 (stereo unspecified),11,0.98,13*,1,0.89,2.5,2,0,0
O=C(CCS(=O)(=O)c1ccccc1)Nc1nc(-c2ccccn2)cs1,-15,1.5,-4,-2,1.2,-2.7,-45,-6,-10

# Screens from PubChem BioAssay.
